# Source: PubChem (several laboratories)
# PMI inhibitors: MPI enzyme activity inhibition – biochemical, fluorescence intensity, coupled assay, primary screen (AID 1209); purified PMI enzyme, coupled fluorescence intensity; higher % means a stronger effect; inhibition, % at 20 µM, or IC50 in µM where a hit was titrated; 190,000 tested, 0.42% active;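 also: plate controls were DMSO vehicle for no effect and wells lacking substrate for full effect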
# Myeloid diff 2: promotes myeloid progenitor differentiation; 360,000 tested, 1% active; calls only at 10 µM; ER-HoxA9 myeloid progenitors, lysozyme-GFP differentiation, flow cytometry;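 active = normalized GFP-positive differentiation at or above the plate's own cutoff, the solvent-only control mean plus 3 SD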;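 also: cells exposed to compound for four days before flow analysis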
# P. falciparum M1AAP: P. falciparum M1AAP inhibitors, biochemical, fluorogenic H-Leu-NHMec substrate, 1536-well (AID 1445) | 220,000 tested, 0.42% active | recombinant M1AAP, H-Leu-NHMec fluorogenic kinetic assay; higher % means a stronger effect | inhibition, % at 30 µM, or IC50 in µM where a hit was titrated;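 active = primary inhibition above the hit cutoff, then over 50% inhibition at one or more dose response concentrations, cut at about 23% in these data, passing the limit was not always enough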;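 also: plate controls were DMSO full reaction for no effect and no enzyme background for full effect; strong numbers were not always called active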
# TNAP activation fold: human TNAP enzyme activators, primary screen, biochemical, luminescent, no phosphate acceptor, uHTS (AID 1001); purified TNAP, luminescent activation assay, no phosphate acceptor; higher activation fold means a stronger effect; 200,000 tested, 0.03% active; one-dose activation fold at 20 µM; EC50 in µM for titrated hits; in the data active = activation fold from about 3, or a potency from the dose series; inactive = the rest, 99 in 100 with activation fold below about 1.6; also: many of its hits are not listed in these tables
# Lipid droplet: modulators of hepatic lipid droplet formation; AML12 mouse hepatocytes, oleate lipid droplets, BODIPY imaging; inhibition, % at 6.5 µM; 240,000 tested, 0.4% active;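 active = lipid droplet intensity inhibited by at least 50%, with more than 500 cells counted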
#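 material = mouse AML12 hepatocyte cell line, fixed after treatment | also added = 100 µM oleic acid challenge | doses = compound at 6.5 µM only | schedule = overnight exposure | technique = Image-based BODIPY and DAPI two-channel analysis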
# UTI89 phage lysis: protection from phage-mediated lysis, alamar blue read-out – E. coli UTI89, K1F phage, bacterial capsule biogenesis inhibitors (AID 488966); 340,000 tested, 0.02% active; inhibition, % at 100 µM, or IC50 in µM where a hit was titrated; E. coli UTI89 K1F phage lysis, alamar blue, 2 h; higher % means a stronger effect;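 active = phage lysis inhibition, versus mean bacterial control, above a set limit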;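 also: capsule biogenesis inhibitors block K1F phage lysis so surviving cells raise fluorescence; higher fluorescence means more inhibition of phage lysis; actives were called in the ten point dose series up to 300 µM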
# CSM14.1 death rescue: rescue of cells from ER stress-induced death, primary screen, 384-well, CSM14.1, thapsigargin, ATP luminescence (AID 1222); CSM14.1 thapsigargin-induced death rescue, ATP luminescence; higher % means a stronger effect; cellular ATP content (survival), % at 20 µM, or EC50 in µM where a hit was titrated; 190,000 tested, under 10 active;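 active = EC50 below 50 µM in the dose-response confirmation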;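 also: death triggered by thapsigargin at about 15 µM added after 2 h compound pretreatment; cell ATP read after overnight thapsigargin exposure of roughly 18 to 22 hours; normalized against plate controls of thapsigargin alone and 5% DMSO vehicle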
# human PMI inhibitors: MPI inhibition at elevated mannose 6-phosphate – biochemical, fluorescence intensity, high mannose 6-phosphate, primary screen (AID 1220); recombinant PMI enzyme, coupled fluorescence intensity; higher % means a stronger effect; one-dose inhibition, % at 20 µM; IC50 in µM for titrated hits; 190,000 tested, 0.66% active
# WT yeast gro inh: growth inhibition of WT yeast, mitochondrial fusion screen | 190,000 tested, 2.1% active | inhibition, % at 10 µM | AID 1362 | mitochondrial fusion phenotypic screen, WT strain; in the data active = inhibition above about 58%; tested in S. cerevisiae
# WT yeast gro inh mutant strain: recorded beside WT yeast gro inh, whose call it bears; inhibition, %; mitochondrial fusion phenotypic screen, mutant strain inhibition
# Lipid droplet cells 6.5 µM: second read-out of Lipid droplet, no call of its own (marks repeat the call); cell count; measured here: cell count, cytotoxicity flag;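 cells counted across two imaged fields per well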
# Myeloid diff 2 GFP+ MAC1+ %: also measured in Myeloid diff 2; calls as there; GFP+ MAC1+ double positive, %; measured here: differentiation confirmed by MAC1 staining
# Starred values were filed as active, the others as inactive; i = inactive; . = no result given. Rule as the data show it, unless noted: active = inhibition above about 50%; inactive = the rest.
# Preview:
# Order of values – PMI inhibitors	Myeloid diff 2	Myeloid diff 2 GFP+ MAC1+ %	P. falciparum M1AAP	TNAP activation fold	Lipid droplet	Lipid droplet cells 6.5 µM	UTI89 phage lysis	CSM14.1 death rescue	human PMI inhibitors	WT yeast gro inh	WT yeast gro inh mutant strain
> CCOC(=O)C1CCCN(C(=O)c2cn(C)c(=O)c3cc(OC)c(OC)cc23)C1 (stereo unspecified)
 : -6%	i	0.6	7%	1.2	4	688	0.1%	8.0%	-4%	-8	5
> Cc1ccccc1C(=O)O/N=C1\CCS(=O)(=O)c2sccc21
 : 13%	i	0.5	-3%	1	-15	697	0.4%	-2.9%	10%	-21	-27
> COc1ccc(Nc2nc(N)nc(CN3CCc4ccccc4C3)n2)cc1
 : 4%	i	2.8	1%	1.1	.	.	0.6%	0.3%	15%	18	9
> S=C(NCCc1ccccn1)Nc1cccc(Cl)c1
 : 0%	i	1.1	2%	1.1	-10	679	2.6%	13%	8%	-9	-8
> CC(=O)c1c(OCC(=O)O)ccc2c(C)cc(=O)oc12
 : 1%	i	8.0	4%	1.2	-1	691	-0.8%	-2.3%	-1%	4	-18
> Cn1c(=O)c2[nH]c(SCC(=O)c3ccc(F)cc3)nc2n(C)c1=O
 : .	i	0.7	12%	.	24	608	0.5%	.	.	.	.
> CN(C(=O)Nc1ccccc1)n1cnc2ccccc2c1=O
 : .	i	0.3	11%	.	12	745	-0.3%	.	.	.	.

# The listing, previewed entries included:
# Order of values – PMI inhibitors	Myeloid diff 2	Myeloid diff 2 GFP+ MAC1+ %	P. falciparum M1AAP	TNAP activation fold	Lipid droplet	Lipid droplet cells 6.5 µM	UTI89 phage lysis	CSM14.1 death rescue	human PMI inhibitors	WT yeast gro inh	WT yeast gro inh mutant strain
> CCOC(=O)C1CCCN(C(=O)c2cn(C)c(=O)c3cc(OC)c(OC)cc23)C1 (stereo unspecified)
 : -6%	i	0.6	7%	1.2	4	688	0.1%	8.0%	-4%	-8	5
> Cc1ccccc1C(=O)O/N=C1\CCS(=O)(=O)c2sccc21
 : 13%	i	0.5	-3%	1	-15	697	0.4%	-2.9%	10%	-21	-27
> COc1ccc(Nc2nc(N)nc(CN3CCc4ccccc4C3)n2)cc1
 : 4%	i	2.8	1%	1.1	.	.	0.6%	0.3%	15%	18	9
> S=C(NCCc1ccccn1)Nc1cccc(Cl)c1
 : 0%	i	1.1	2%	1.1	-10	679	2.6%	13%	8%	-9	-8
> CC(=O)c1c(OCC(=O)O)ccc2c(C)cc(=O)oc12
 : 1%	i	8.0	4%	1.2	-1	691	-0.8%	-2.3%	-1%	4	-18
> Cn1c(=O)c2[nH]c(SCC(=O)c3ccc(F)cc3)nc2n(C)c1=O
 : .	i	0.7	12%	.	24	608	0.5%	.	.	.	.
> CN(C(=O)Nc1ccccc1)n1cnc2ccccc2c1=O
 : .	i	0.3	11%	.	12	745	-0.3%	.	.	.	.
> Cc1ccc(/C=C2\SC(=S)N(c3c(C)n(C)n(-c4ccccc4)c3=O)C2=O)cc1
 : 5%	i	1.5	120µM*	0.9	.	.	6.4%	-2.6%	5%	26	28
> Cc1sc2nc(SCc3nc(-c4ccccc4)no3)n(-c3ccccc3)c(=O)c2c1C
 : 24%	i	0.6	14%	1	0	730	1.5%	-1.3%	23%	3	7
> COC(=O)\C(C(C)=O)=C(/C=C/C=C/C=C/N(C)C)N(C)C
 : 29%	i	1.3	9%	1	.	.	1.3%	-1.7%	48%	6	47
> C=C(C)C1CC=C(C)/C(=N/NC(=O)c2cccs2)C1 (stereo unspecified)
 : -4%	i	0.3	6%	1	2	650	3.1%	0.5%	-3%	3	-1
> CCN/N=C(\Cc1nc2ccccc2[nH]1)c1ccccc1
 : -3%	i	1.1	1%	1.1	-9	668	-0.4%	-1.1%	14%	-9	19
> CCC(=O)c1ccc(OCc2ccc(C(=O)c3ccccc3)cc2)cc1
 : 9%	i	0.1	1%	1	.	.	0.4%	-0.4%	8%	8	-2
> c1ccc(NC2=Nc3cccc4cccc2c34)cc1
 : 6%	i	0.2	2%	1.1	9	669	0.1%	-2.7%	10%	26	23
> COc1cccc2c(Cl)c(CCCl)c(C)nc12
 : -7%	i	0.0	-2%	1	-2	719	0.0%	-1.8%	-10%	11	27
> NC(=O)CC(NC(=O)c1ccc(Br)cc1)c1ccc(N2CCN(c3ccc(F)cc3)CC2)c([N+](=O)[O-])c1 (stereo unspecified)
 : .	i	0.1	2%	.	-13	728	0.6%	.	.	.	.
> CSCCC(N=CC1=C(O)CC(C)(C)CC1=O)C(=O)O (stereo unspecified)
 : 2%	i	0.7	1%	1.1	3	689	0.2%	.	-4%	-2	6
> O=C(NN1C(=O)C2C3C=CC(O3)C2C1=O)c1ccccc1 (stereo unspecified)
 : 3%	i	0.3	10%	1.1	5	646	-0.3%	-5.2%	-32%	-6	12
> COc1ccc(CN2CCc3ccccc3C2)c(OC)c1OC
 : 0%	i	1.8	-1%	0.9	6	746	0.8%	-1.4%	-18%	3	3
> O=C(O)CNC(=O)CC1S/C(=N/N=C2\CSC(=O)N2)NC1=O (stereo unspecified)
 : 60%*	i	0.1	-16%	1.6	1	699	0.0%	-0.1%	46µM*	12	9
> O=C(N/N=C/c1cc([N+](=O)[O-])ccc1O)c1c[nH]c2ccccc12
 : .	i	0.9	-3%	.	0	775	-0.3%	.	.	.	.
> Nn1c(CSc2ccccn2)nc2ccccc2c1=O
 : -8%	i	0.5	4%	1.1	0	709	3.1%	-0.8%	-12%	8	15
> Cc1cccc(-c2nc3ccccc3c(=O)n2NC(=O)/C=C/c2ccc([N+](=O)[O-])cc2)c1
 : 21%	i	0.2	12%	1.2	8	590	0.5%	-2.8%	10%	10	1
> O=C(NCc1cccnc1)C1CCC(c2ccc(Cl)cc2)CC1 (stereo unspecified)
 : .	i	0.6	7%	.	-13	705	-0.2%	.	.	.	.
> FC(F)Sc1ccc(N=C2NN=C(c3ccc4c(c3)OCCO4)CS2)cc1
 : -2%	i	2.8	3%	1.1	.	.	-0.4%	0.2%	-5%	10	43
> O=S1(=O)CCC(NC(=S)N2CCCCC2)C1 (stereo unspecified)
 : 0%	i	0.3	11%	1.2	-6	642	1.3%	-1.6%	-4%	4	-3
> COc1ccc(-n2c(Cc3cc(=O)[nH]c(=O)[nH]3)nnc2SCC(=O)N2CCC(C)CC2)cc1
 : 7%	i	0.6	-1%	1	.	.	4.0%	-0.2%	-3%	9	-4
> COc1ccc(CNc2nc(-c3cccnc3)nn2C(=O)C(C)C)cc1
 : 2%	i	0.7	5%	0.9	5	727	-0.3%	.	7%	16	15
> CC(=O)c1ccc(NC(=O)C2CCCN2S(=O)(=O)c2ccc(F)cc2)cc1 (stereo unspecified)
 : -4%	i	1.4	3%	1.1	.	.	2.0%	-0.7%	-8%	11	0
> CCCC(=O)Nc1ccc2c(c1)nc(CN1CCN(C(C)=O)CC1)n2C
 : 13%	i	0.8	1%	1	.	.	4.5%	-1.9%	16%	16	3

# Single entries from above.
# CC(=O)c1ccc(NC(=O)C2CCCN2S(=O)(=O)c2ccc(F)cc2)cc1 (stereo unspecified) in PMI inhibitors shows -4%
# CSCCC(N=CC1=C(O)CC(C)(C)CC1=O)C(=O)O (stereo unspecified) in human PMI inhibitors shows -4%
# Cc1cccc(-c2nc3ccccc3c(=O)n2NC(=O)/C=C/c2ccc([N+](=O)[O-])cc2)c1 in Lipid droplet shows 8

# Following part:
# Order of values – PMI inhibitors	Myeloid diff 2	Myeloid diff 2 GFP+ MAC1+ %	P. falciparum M1AAP	TNAP activation fold	Lipid droplet	Lipid droplet cells 6.5 µM	UTI89 phage lysis	CSM14.1 death rescue	human PMI inhibitors	WT yeast gro inh	WT yeast gro inh mutant strain
> C/C(=N\NC(=O)c1ccn(C)n1)c1ccc(NC(=O)C2CCCC2)cc1
 : -4%	i	1.3	5%	1	-2	600	1.0%	-2.7%	0%	0	2
> CCN1C(=O)C2(C(C#N)=C(N)Oc3n[nH]c(-c4ccccc4)c32)c2ccccc21 (stereo unspecified)
 : -2%	i	2.7	-5%	1	-1	751	0.6%	-2.1%	-6%	25	12
> Nc1nnnn1/N=C/c1ccc(O)cc1
 : 4%	i	0.4	11%	1.1	14	815	1.1%	2.9%	2%	24	15
> COc1cccc(/C=N/NC(=O)CNC(=O)c2ccc(S(=O)(=O)N3CCOCC3)cc2)c1OC
 : 13%	i	0.0	-2%	1.1	12	687	2.6%	6.8%	12%	-5	-1
> O=C1NC2(CCCCC2)C(=O)N1c1ccccc1
 : 9%	i	0.9	8%	1.1	7	745	1.0%	-2.3%	6%	2	14
> S=C(Nc1ccc2nsnc2c1)N1CCCC1
 : -26%	i	0.7	4%	1.1	-36	712	0.1%	-0.8%	-21%	-6	-6
> COC(=O)c1ccc(COc2ccc3c4c(c(=O)oc3c2)CCC4)o1
 : 18%	i	1.1	5%	1.1	18	753	0.3%	-1.4%	13%	6	8
> CN(C)S(=O)(=O)c1cccc(-c2cn3ccccc3n2)c1
 : -4%	i	0.4	3%	1	.	.	0.1%	-0.8%	-11%	.	.
> Cc1cc(/C=C(\C#N)C(=O)Nc2ccccc2)c(C)n1-c1ccc2c(c1)OCO2
 : 31%	i	23	8%	1	3	637	3.8%	-2.0%	30%	24	21

# A draw from above in order of number of heavy atoms, rising:
# Order of values – PMI inhibitors	Myeloid diff 2	Myeloid diff 2 GFP+ MAC1+ %	P. falciparum M1AAP	TNAP activation fold	Lipid droplet	Lipid droplet cells 6.5 µM	UTI89 phage lysis	CSM14.1 death rescue	human PMI inhibitors	WT yeast gro inh	WT yeast gro inh mutant strain
> O=C1NC2(CCCCC2)C(=O)N1c1ccccc1
 : 9%	i	0.9	8%	1.1	7	745	1.0%	-2.3%	6%	2	14
> CCN1C(=O)C2(C(C#N)=C(N)Oc3n[nH]c(-c4ccccc4)c32)c2ccccc21 (stereo unspecified)
 : -2%	i	2.7	-5%	1	-1	751	0.6%	-2.1%	-6%	25	12
> COc1cccc(/C=N/NC(=O)CNC(=O)c2ccc(S(=O)(=O)N3CCOCC3)cc2)c1OC
 : 13%	i	0.0	-2%	1.1	12	687	2.6%	6.8%	12%	-5	-1

# This is a random part of the collection. Share with any hit: about 4.6%.
